Pin1 inhibitor: qHTS Assay to Find Inhibitors of Pin1; 390,000 tested, 0.009% active; Potency, µM (top dose mostly 115 µM), without a hit: at the highest dose activity, negative = inhibition, hits mostly inhibitors; Pin1 FP peptide displacement, HiFluor488, 10 min; AID 504891, 2011; active means well fitted inhibition curve with a large enough effect in the polarisation, with a control signal flat, not every such curve was filed as active; inconclusive means small, poorly fitted or top-dose-only effect, or effect the other way, or a change in a side signal; inactive means no such curve, though single readings can be large or run the other way; the % refers to the polarisation; further: on the % scale 0 is the no-effect control and ±100 the full control effect
BAZ2B block: qHTS Assay for Inhibitors of BAZ2B; Bromodomain adjacent to zinc finger domain protein 2B (Homo sapiens), Q9UIF8; AlphaScreen BAZ2B-H3K14Ac peptide displacement; Potency, µM (highest dose often 114 µM), without a hit: at the top dose activity change, negative = inhibition, most hits filed as inhibitors; 360,000 tested, 4.4% active; further: on the % scale 0 is the no-effect control and ±100 the full control effect; nearly all actives have a fitted effect of over 60% in size
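AlphaScreen luminescence quantifies BAZ2B engagement of H3K14Ac peptide; the protein and biotinylated peptide are both at 50 nM final, buffer PBS pH 7.4 with 0.01% Tween-20, all steps at room temperature.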
Pol iota inh: qHTS for Inhibitors of Polymerase Iota | DNA polymerase iota (Homo sapiens), Q9UNA4 | Pol iota fluorescent replication assay, 10 min | Potency, µM (doses to about 115 µM), without a hit: at the highest dose activity, negative = inhibition, actives largely listed as inhibitors | 390,000 tested, 1% active
Target sequence (Q9UNA4 whole entry, looked up): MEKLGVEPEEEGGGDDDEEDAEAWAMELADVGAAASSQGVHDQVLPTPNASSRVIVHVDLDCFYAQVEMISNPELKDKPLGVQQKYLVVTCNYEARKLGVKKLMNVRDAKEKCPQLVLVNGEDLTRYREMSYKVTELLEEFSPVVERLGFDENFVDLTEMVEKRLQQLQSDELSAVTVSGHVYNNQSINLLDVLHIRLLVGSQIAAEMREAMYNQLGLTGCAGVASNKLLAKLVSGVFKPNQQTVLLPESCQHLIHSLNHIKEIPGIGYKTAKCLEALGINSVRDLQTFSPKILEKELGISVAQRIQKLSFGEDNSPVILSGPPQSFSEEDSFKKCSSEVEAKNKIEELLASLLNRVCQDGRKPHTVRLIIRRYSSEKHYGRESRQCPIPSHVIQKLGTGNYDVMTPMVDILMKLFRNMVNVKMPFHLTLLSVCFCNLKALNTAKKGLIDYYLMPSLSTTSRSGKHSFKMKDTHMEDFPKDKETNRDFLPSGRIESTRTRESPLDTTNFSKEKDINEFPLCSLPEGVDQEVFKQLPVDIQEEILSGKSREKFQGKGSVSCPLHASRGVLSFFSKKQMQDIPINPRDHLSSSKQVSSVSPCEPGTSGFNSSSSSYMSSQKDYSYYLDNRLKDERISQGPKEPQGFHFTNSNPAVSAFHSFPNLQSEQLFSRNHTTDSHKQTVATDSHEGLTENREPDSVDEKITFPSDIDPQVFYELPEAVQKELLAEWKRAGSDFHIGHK
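Pol iota at 10 nM preincubated 15 min with compounds at room temperature; reaction started with fluorescent substrate, 50 nM final. Fluorescence read kinetically at 0 and 10 min; buffer-only wells as negative control.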
BLM inh: qHTS Assay for Inhibitors of Bloom's syndrome helicase (BLM). RecQ-like DNA helicase BLM (Homo sapiens), P54132. recombinant BLM DNA unwinding, fluorescence dequenching. Potency, µM (top dose mostly 56.1 µM), without a hit: at the highest dose activity change, negative = inhibition, usual class: inhibitors. 350,000 tested, 0.2% active;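 further: plate controls were vehicle for no effect and no enzyme for full effect; nearly all actives have a fitted effect of over 35% in size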
GLS inh: qHTS for Inhibitors of Glutaminase (GLS). Glutaminase kidney isoform, mitochondrial (Homo sapiens), O94925. GLS enzymatic activity, qHTS titration. Potency, µM (top dose mostly 45.5 µM), without a hit: at the highest dose activity change, negative = inhibition, hits mostly inhibitors. 410,000 tested, 0.21% active. AID 624170, 2012; further: on the % scale 0 is the no-effect control and ±100 the full control effect
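hKGA in 45 mM KH2PO4 pH 8.2, 0.02% Tween-20 with pin-transferred compounds; 1 mM L-glutamine (stock) plus glutamate oxidase/HRP/Amplex Red coupling added. Fluorescence read initially and after 30 min at RT.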
JMJD2A Tudor: qHTS Assay for Inhibitors of JMJD2A-Tudor Domain | AID 504339, 2011 | 390,000 tested, 4.4% active | Potency, µM (highest dose often 114 µM), without a hit: at the top dose activity change, negative = inhibition, actives largely listed as inhibitors | AlphaScreen JMJD2A-Tudor / H3K4me3 peptide binding | Lysine-specific demethylase 4A (Homo sapiens), O75164; further: on the % scale 0 is the no-effect control and ±100 the full control effect; nearly all actives have a fitted effect of over 50% in size
HP1b chromo inh: HTS for Inhibitors of HP1-beta Chromodomain Interactions with Methylated Histone Tails; AlphaScreen HP1-beta / biotin-H3K9me3 peptide binding; Potency, µM (highest dose often 114 µM), for inactives: at the highest dose activity change, negative = inhibition, usual class: inhibitors; 390,000 tested, 0.56% active; AID 540317, 2011; further: nearly all actives have a fitted effect of over 70% in size; inactives centre near 23
Target sequence (P83916 whole entry, looked up): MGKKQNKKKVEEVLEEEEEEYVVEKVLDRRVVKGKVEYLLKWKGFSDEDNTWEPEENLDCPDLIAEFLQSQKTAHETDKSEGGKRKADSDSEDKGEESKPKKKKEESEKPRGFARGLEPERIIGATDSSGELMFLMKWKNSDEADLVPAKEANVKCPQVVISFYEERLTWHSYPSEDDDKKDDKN
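AlphaScreen: HP1-beta (50 nM) preformed 30 min with biotin-H3(1-18)K9me3 peptide (50 nM) in PBS pH 7.4, 0.01% Tween-20. Compound added for 30 min at RT, then streptavidin donor/nickel chelate acceptor beads (10 ug/mL) for 30 min.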
G9a block: qHTS Assay for Inhibitors of Histone Lysine Methyltransferase G9a; G9a H3K9 monomethylation, AlphaScreen, 2 h; Potency, µM (titrated, usually from 102 µM), inactives show at the top dose activity, negative = inhibition, actives largely listed as inhibitors; 350,000 tested, 8.8% active; AID 504332, 2011; further: on the % scale 0 is the no-effect control and ±100 the full control effect; nearly all actives have a fitted effect of over 75% in size
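Chemiluminescent proximity detection of H3K9 monomethylation, read after 10 min bead incubation in the dark. Reaction: 20 nM G9a, 500 nM biotin-H3K9 peptide, 20 uM SAM cofactor, 2 h, room temperature, following 15 min enzyme-compound preincubation.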
PGK inhibitor: qHTS Assay to Find Inhibitors of Phosphoglycerate Kinase; Phosphoglycerate kinase, glycosomal (Trypanosoma brucei brucei), P07378; PGK/GAPDH coupled, Kinase-Glo luminescence, 60 min; Potency, µM (doses to about 57.5 µM), without a hit: at the top dose activity change, negative = inhibition, actives largely listed as inhibitors; 380,000 tested, 0.043% active; AID 602233, 2012; further: on the % scale 0 is the no-effect control and ±100 the full control effect; nearly all actives have a fitted effect of over 60% in size
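Recombinant glycosomal PGK reaction used 1,3-bisphosphoglycerate generated in-well by GAPDH (100nM final) in 100mM TEA pH 7.6, 5mM MgCl2, 0.01% Tween-20. After 60 minutes at room temperature, ATP was read by Kinase-Glo Plus luminescence end-point.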
Active calls of the source: *; i = inactive; ? = inconclusive; / = not tested or not shown; [ ] = remark or other dose. Unless noted, the call rests on the fitted dose curve; in most records, active means well fitted curve in the direction sought with a large enough effect; inconclusive means small, poorly fitted or top-dose-only effect, or another doubt; inactive means no such curve, though single readings can be large; an effect the other way counts as inactive or inconclusive. Potency means the concentration at half of the fitted maximal effect. An excerpt, so the mix of outcomes need not match the whole.

item	smiles	Pol iota inh	BLM inh	GLS inh	Pin1 inhibitor	HP1b chromo inh	PGK inhibitor	G9a block	JMJD2A Tudor	BAZ2B block
1	COc1ccc(N2C(=O)NC(=O)C2=O)cc1	3%	1%	-15%	-3%	-14%	0%	?	-18%	-2%
2	CCN1C(=O)c2ccccc2S(=O)c2ccc(C(=O)NCc3ccccc3OC)cc21 (centres undefined)	-4%	-4%	7%	-2%	22%	i	0%[59 µM]	-12%	-12%
3	NC(=O)c1ccccc1N/C=C/C(=O)c1ccc(Cl)cc1	2%	-2%	1%	7%	39%	-16%	?	-15%	3%
4	O=C1CC(N2CCC(c3nc4ccccc4o3)CC2)C(=O)N1c1ccc(F)cc1 (centres undefined)	-3%	-5%	-8%	-7%	42%[activator]	-4%	?	-20%	-21%
5	O=C(Nc1cccnc1N1CCOCC1)c1ccco1	7%	4%	5%	-12%	49%[activator]	-2%	0%[12.7 µM]	2%	-2%
6	O=C(NCc1ccccc1)C(=O)Nc1cccc(C(=O)O)c1	-17%	-8%	3%	0%	56%[activator]	8%	13%	-7%	25%
7	COc1ccc(NC(=O)C(=O)NCC2CCCN2S(=O)(=O)c2cccs2)cc1 (centres undefined)	27%	/	-4%	-3%	18%	3%	4%[0.501 µM]	-13%	2%
8	CC(c1ccccc1)N1CCn2c(nc3cc(NS(C)(=O)=O)ccc32)C1 (centres undefined)	68%[activator]	-3%	-9%	-2%	9%	i	?	-18%	-18%
9	CN1C2C=C3C(C#N)=C(N)C(C#N)(C#N)C(c4ccc(Br)cc4)C3C1CC2 (centres undefined)	21%	-2%	13%	?	29%	-1%	-20%[59 µM]	-24%	-3%
10	Cc1cnc(C(=O)OC(C(=O)c2c[nH]c3ccccc23)c2ccccc2)cn1 (centres undefined)	18%	/	-7%	3%	0%	1%	-31%	-14%	3%
11	C[n+]1c(-c2ccccc2)cc2c(=Cc3ccccc3)c3ccccc3n21	50µM*	/	-25%	-1%	?	-4%	/	40µM*	/
12	Cc1ccc2cc(CN(CCCO)S(=O)(=O)c3cccc4nsnc34)c(=O)[nH]c2c1C	13%	3%	2%	0%	37%	i	-10%	-17%	2%
13	COc1ccc(CC(=O)NNc2ncnc3c2cnn3C)cc1	14%	-1%	17%	1%	26%	i	25µM*	-22%	79µM*
14	CCCC(C)NC(=O)C1CCN(S(=O)(=O)c2ccccc2)CC1 (centres undefined)	7%	-1%	-3%	1%	26%	-8%	22%[12.7 µM]	-8%	12%
15	COC(=O)c1sc(=S)n(-c2cc(F)ccc2F)c1N	39%[activator]	-5%	-4%	-3%	?	16%	12%[0.501 µM]	?	56µM*
16	Cc1cccc(N2CCN(C(=O)/C=C/c3cccs3)CC2C)c1 (centres undefined)	-4%	-7%	19%	3%	10%	4%	-36%	-32%	?
17	CCCC(=O)Nc1ccc(Cl)c(NC(=O)c2ccc(Br)o2)c1	1%	2%	5%	0%	26%	4%	-7%[59 µM]	-6%	-1%
18	COc1ccc(Cl)cc1NC(=O)CSc1nnc(Cc2cccn2C)n1-c1ccc(F)cc1	-12%	-6%	4%	6%	-19%	-9%	45µM*	?	?
19	COc1ccc(CCNC(=O)CN(c2ccccc2)S(C)(=O)=O)cc1OC	6%	0%	5%	-1%	15%	1%	11%[59 µM]	-7%	-5%
20	CCN1CCN(C(=O)CSc2cc(=O)n(C)c3ccccc23)CC1	9%	-12%	-6%	-5%	5%	i	-21%	-12%	14%
21	CCn1c(C)nc2cc(C(=O)NNC(=O)Nc3cccc(Cl)c3)ccc21	52%[activator]	-1%	-11%	-1%	45%[activator]	-7%	9%	-9%[11.4 µM]	3%
22	O=C(CCc1nnc(CCCCc2ccccc2)o1)N1CCC(N2CCCC2)CC1	15%	-4%	2%	-2%	13%	-7%	?	-28%	-13%
23	CCOC(=O)c1cc(CC)sc1N1C(=O)CC(Sc2ccccc2C(=O)O)C1=O (centres undefined)	-2%	-4%	8%	1%	24%	-9%	1.8µM*	-26%	63µM*
24	CN1CCN(c2ccc(NC(=O)COc3ccccc3)cc2Cl)CC1	36%[activator]	2%	2%	-4%	11%	i	/	-10%	-14%
25	CC(=O)c1cccc(NC(=O)COC(=O)COc2ccc(Cl)cc2)c1	9%	-2%	-21%	-3%	28%	i	?	-3%	?

Of the compounds above, these have a thiophene ring, fused or not:
item	smiles	Pol iota inh	BLM inh	GLS inh	Pin1 inhibitor	HP1b chromo inh	PGK inhibitor	G9a block	JMJD2A Tudor	BAZ2B block
7	COc1ccc(NC(=O)C(=O)NCC2CCCN2S(=O)(=O)c2cccs2)cc1 (centres undefined)	27%	/	-4%	-3%	18%	3%	4%[0.501 µM]	-13%	2%
16	Cc1cccc(N2CCN(C(=O)/C=C/c3cccs3)CC2C)c1 (centres undefined)	-4%	-7%	19%	3%	10%	4%	-36%	-32%	?
23	CCOC(=O)c1cc(CC)sc1N1C(=O)CC(Sc2ccccc2C(=O)O)C1=O (centres undefined)	-2%	-4%	8%	1%	24%	-9%	1.8µM*	-26%	63µM*

(listing goes on)
item	smiles	Pol iota inh	BLM inh	GLS inh	Pin1 inhibitor	HP1b chromo inh	PGK inhibitor	G9a block	JMJD2A Tudor	BAZ2B block
26	CN(C)S(=O)(=O)N1CCC(N2CCN(Cc3ccc(F)cc3)C(=O)C2=O)CC1	32%[activator]	1%	-8%	-8%	20%	-10%	3%[59 µM]	-15%	-15%
27	Cc1cc(C)c2c(CC(=O)N3CCCC3)coc2c1	12%	-6%	-3%	-2%	32%	i	-15%	-17%	5%
28	CC1(C)Cc2c(sc3nc4n(c(=N)c23)CCC4)CO1	-2%	-4%	0%	4%	22%	i	13%[12.7 µM]	3%	0%
29	COCC1=C(C(=O)OC)C(c2cccs2)n2ncnc2N1 (centres undefined)	52%[activator]	-2%	2%	-4%	21%	i	-8%	-5%	1%
30	CCNC(=O)CN1C(=O)NC2(CCCCCC2)C1=O	0%	1%	6%	-6%	1%	0%	8%	?	6%
31	CN(Cc1ccccc1)C(=O)c1nc2ccccn2c1CN1CCCC1c1nccs1 (centres undefined)	11%	-2%	2%	0%	38%	1%	?	-2%	-6%
32	CSc1ccccc1NC(=O)c1cc2ncc(Br)cn2n1	-83%	-19%	-15%	4%	-10%	-13%	35µM*	?	56µM*
33	O=C(C=Cc1ccccc1)NCCNC(=O)C=Cc1ccccc1	-2%	/	5%	-9%	28%	2%	/	-3%	/
34	COc1ccc(-c2nc3c(c(SCC(=O)Nc4ccc(C(=O)O)cc4)n2)Cc2ccccc2O3)cc1	?	7.1µM*	?	/	?	?	11µM*	35µM*	8.9µM*
35	Cc1ccn(C(=O)c2cc3c(C)nn(-c4ccccc4)c3s2)n1	17%	-3%	3%	-5%	58%[activator]	-1%	37%[59 µM]	7%	15%[57.1 µM]
36	COC(=O)c1sccc1-n1cccc1C(=O)N1CCOCC1	-1%	2%	0%	-6%	21%	i	16%	12%	3%
37	CCOc1cc(C2C(C(=O)N3CCOCC3)=C(C)NC3=C2C(=O)CCC3)ccc1O (centres undefined)	27%	-5%	-2%	0%	5%	-3%	-40%[59 µM]	-15%	7%
38	CC(C)CN1C(=O)C(=O)N(CC(=O)NC2CCCc3ccccc32)C1=O (centres undefined)	51%[activator]	-6%	-5%	66%[activator]	30%	1%	7%	-3%	/
39	O=C(NCc1n[nH]c(=S)n1-c1ccc(Cl)c(Cl)c1)c1ccc(S(=O)(=O)N2CCCCC2)cc1	7%	-10%	3%	-5%	14%	-7%	8.9µM*	-29%	-27%
40	Nc1cccc(C(=O)O)c1	-15%	-7%	-1%	1%	41%[activator]	-9%	15%	2%	-10%
41	COc1ccc(/C=C2\SC(N)=NC2=O)cc1Cl	5%	-7%	-2%	47%[activator]	39%[activator]	2%	-28%	-22%	-17%
42	Cc1ccccc1S(=O)(=O)Cc1ccc(C(=O)NCCN2CCN(Cc3ccccc3)CC2)o1	23%	-6%	3%	-7%	18%	-1%	-6%[12.7 µM]	5%	1%
43	Cc1cccc(N2CCN(C(=O)C(NS(=O)(=O)c3cccs3)c3ccccc3)CC2)c1C (centres undefined)	-8%	-16%	3%	51%[activator]	2%	-1%	-39%[2.33 µM]	-12%	12%

Record cards (already shown):
Profile of CCn1c(C)nc2cc(C(=O)NNC(=O)Nc3cccc(Cl)c3)ccc21 = Pol iota inh: 52%[activator]; BLM inh: -1%; GLS inh: -11%; Pin1 inhibitor: -1%; HP1b chromo inh: 45%[activator]; PGK inhibitor: -7%; G9a block: 9%; JMJD2A Tudor: -9%[11.4 µM]; BAZ2B block: 3%
Profile of O=C(NCc1ccccc1)C(=O)Nc1cccc(C(=O)O)c1 = Pol iota inh: -17%; BLM inh: -8%; GLS inh: 3%; Pin1 inhibitor: 0%; HP1b chromo inh: 56%[activator]; PGK inhibitor: 8%; G9a block: 13%; JMJD2A Tudor: -7%; BAZ2B block: 25%
